# From PubChem BioAssay
# Diaphorase inh: inhibits diaphorase or chemically oxidizes, flagging diaphorase assay artifacts; diaphorase resazurin-to-resorufin fluorescence, NADH, 16 min; bacterial (C. kluyveri) enzyme, not human; inhibition, % at 20 µM; actives 0.69% (n = 190,000);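 active = primary screen inhibition at 20 µM above a set limit, cut at about 50% in these data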;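 also: plate controls were DMSO with full reaction for no effect and wells lacking NADH for full effect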
#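 Test system: bacterial diaphorase enzyme (C. kluyveri); Quantity: 0.14 U/mL diaphorase, enzyme working solution; Times: reaction incubation of 16 min at room temperature; Measured by: fluorescence of resorufin formed from resazurin, Ex 544/Em 590 nm; Benchmarks: positive control minus NADH, DMSO neutral control.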
# S1P3 antagonist: S1P3 (human) receptor antagonism; Q99500; CHO S1P3 NFAT-BLA reporter, FRET fluorescence, antagonist mode; inhibition, % at 4.98 µM; actives 0.27% (n = 170,000); AID 485;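 active = inhibition above the plate cutoff, the mean inhibition of test wells on that plate plus 3 SD, cut at about 28% in these data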;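 also: cells challenged with S1P at its EC80 of 0.8 µM; blue over green emission ratio from cleaved BLA substrate after 4 h stimulation; 0% = S1P-stimulated wells and 100% = unstimulated DMSO-only wells; some compounds past the cut are filed as inactive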
# Hsp70 act: transcriptional activators of Hsp70 | AID 1203 | actives 0.04% (n = 200,000) | activation, % at 10 µM | HeLa Hsp70 promoter luciferase reporter, luminescence; scaled: vehicle 0, proteasome-inhibitor control 100%;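 active = activation above the mean across all tested compounds plus 3 SD, cutoff set per campaign, cut at about 5.5% in these data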;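 also: 100% = MG132 at 30 µM as the positive control and 0% = DMSO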
# Lmaj promast: Leishmania major promastigote growth inhibition. Leishmania major promastigotes, resazurin fluorescence viability. inhibition, % at 10 µM. actives 9% (n = 200,000). AID 1063;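 also: promastigotes grown with compound for 44 hours at 28 °C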
# G6PDH counter: inhibits Leuconostoc G6PDH, flagging false hits in G6PDH-based assays. Purified L. mesenteroides G6PDH, diaphorase/resazurin coupled fluorescence, 45 min. inhibition, % at 5 µM. actives 0.12% (n = 200,000)
# DTT redox prof: compounds producing H2O2 with reducing agent – biochemical, NIH compound library profiling, artefact control for MLSCN library redox annotation, primary screen; DTT-dependent redox cycling H2O2, phenol red/HRP absorbance; 100% = 100 µM peroxide control, 0% = buffer; activation, % at 10 µM; actives 0.03% (n = 200,000); AID 878;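 active = activation of at least 50% relative to the plate's high and low controls in the primary single-dose screen; inactive = activation below 50%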;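 also: compound incubated with DTT at 0.8 mM final as the reducing agent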
# RAM network inh: blocks the yeast RAM network; S. cerevisiae dse1pr::URA3 reporter, 5-FOA growth OD615, 2 d; analog-sensitive cbk1-as2 kinase mutant strain; actives 1.8% (n = 190,000); inhibition, % at 50 µM; AID 868;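 active = inhibition above a set limit, 3 SD over mean compound inhibition, cut at about 8.4% in these data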;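 also: 0% = DMSO-only wells with no growth and 100% = 10 µM 1-NA-PP1 full growth; inhibition rescues growth on 5-FOA so higher OD means more RAM inhibition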
# Diaphorase act: counter-screen for diaphorase-based assays: diaphorase activators and chemical reducers | Diaphorase/resazurin coupled assay, resorufin fluorescence, 16 min; hits give high values; 1 = vehicle wells, 0 = NADH-free wells | activation factor at 20 µM | actives 0.005% (n = 190,000) | AID 1229;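 active = diaphorase activity raised at least twofold by the compound at 20 µM; inactive = activation factor below 2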
#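 Material: bacterial diaphorase enzyme (C. kluyveri); amount: enzyme 0.07 U/mL final; reagent: NADH substrate 0.114 mM plus resazurin dye 0.1 mM, final; doses: single compound dose of 20 µM, 1% DMSO final; timing: 16 min enzyme reaction, ambient temperature; measured by: fluorescence of resorufin, 544 nm excitation, 590 nm emission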
# PMI act hi M6P: activators of human phosphomannose isomerase at near-saturating mannose 6-phosphate; actives 0.34% (n = 190,000); AID 1216; P34949; activation factor at 20 µM; coupled PMI enzyme assay, resazurin fluorescence, 20 min; hits give high values; 1 = untreated enzyme, 0 = substrate-free blank;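 active = activation factor of 2 or more at 20 µM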
#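 Material: human phosphomannose isomerase with PGI, G6PDH, diaphorase coupling enzymes. Quantity: 15 ng/mL PMI. Medium: HEPES pH 7.4 buffer with MgCl2 and Tween-20. Reagent: Near-saturating mannose-6-phosphate, 1.0 mM. Compound: 20 µM single dose. Times: enzyme reaction with compound 20 min at room temperature. Detection: resorufin fluorescence at Ex 544/Em 590 nm.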
# PMI activator: increases human mannose-6-phosphate isomerase activity | P34949 | purified human PMI, coupled resazurin fluorescence, 20 min; hits give high values; 1 = vehicle control, 0 substrate-free wells | activation factor at 20 µM | actives 0.005% (n = 190,000);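 active = activation factor of 2 or more at 20 µM, relative to plate controls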
# TLR4 MyD88 comp: TLR4-MyD88 interaction inhibition in cells. AID 861. actives 0.18% (n = 200,000). inhibition, % at 8.4 µM. HeLa CL3-4 TLR4/MyD88 BLA complementation, FRET ratio. O00206+Q99836; in the data active = inhibition above about 25%;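 also: 0% = vehicle and 100% = reference inhibitor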
# Target sequence (O00206 whole entry, looked up): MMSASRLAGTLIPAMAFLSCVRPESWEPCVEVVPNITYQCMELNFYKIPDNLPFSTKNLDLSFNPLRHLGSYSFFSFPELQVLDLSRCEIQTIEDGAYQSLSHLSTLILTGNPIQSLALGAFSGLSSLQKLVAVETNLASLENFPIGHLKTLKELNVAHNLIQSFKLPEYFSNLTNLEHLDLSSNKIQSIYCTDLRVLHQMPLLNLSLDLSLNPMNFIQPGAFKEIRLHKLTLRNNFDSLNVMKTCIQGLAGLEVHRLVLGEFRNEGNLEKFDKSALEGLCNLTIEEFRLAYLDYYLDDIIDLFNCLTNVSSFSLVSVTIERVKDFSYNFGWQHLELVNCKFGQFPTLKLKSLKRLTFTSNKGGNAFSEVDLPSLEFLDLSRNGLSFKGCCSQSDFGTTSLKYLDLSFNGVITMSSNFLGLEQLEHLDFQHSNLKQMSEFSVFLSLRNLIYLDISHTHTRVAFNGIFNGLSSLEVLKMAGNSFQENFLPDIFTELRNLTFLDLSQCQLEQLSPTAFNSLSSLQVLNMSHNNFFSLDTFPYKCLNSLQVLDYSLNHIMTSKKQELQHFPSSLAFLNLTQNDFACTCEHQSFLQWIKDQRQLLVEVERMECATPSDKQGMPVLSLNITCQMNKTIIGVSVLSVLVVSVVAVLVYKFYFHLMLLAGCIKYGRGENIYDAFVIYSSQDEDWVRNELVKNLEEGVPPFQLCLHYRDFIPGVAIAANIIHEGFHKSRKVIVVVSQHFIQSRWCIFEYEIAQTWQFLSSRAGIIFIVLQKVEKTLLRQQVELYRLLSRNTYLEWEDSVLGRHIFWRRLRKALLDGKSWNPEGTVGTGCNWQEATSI
# Target sequence (Q99836 whole entry, looked up): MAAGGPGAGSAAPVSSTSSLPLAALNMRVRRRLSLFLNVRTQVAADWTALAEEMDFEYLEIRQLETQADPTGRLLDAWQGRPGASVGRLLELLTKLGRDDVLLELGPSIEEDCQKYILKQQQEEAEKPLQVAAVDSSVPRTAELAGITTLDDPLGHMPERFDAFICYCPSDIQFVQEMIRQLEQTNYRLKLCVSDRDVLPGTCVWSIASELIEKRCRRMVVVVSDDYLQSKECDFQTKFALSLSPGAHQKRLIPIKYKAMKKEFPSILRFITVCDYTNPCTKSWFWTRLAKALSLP
# The depositor's hits bear a star; x = no result given. Rule as the data show it, unless noted: active = inhibition above about 50%; inactive = the rest.
SMILES,Diaphorase inh,S1P3 antagonist,Hsp70 act,Lmaj promast,G6PDH counter,DTT redox prof,RAM network inh,Diaphorase act,PMI act hi M6P,PMI activator,TLR4 MyD88 comp
CCOc1ccc(OCC)c(NS(=O)(=O)c2ccc3c(c2)n(C)c(=O)c(=O)n3C)c1,-7.1,-19.5,-0.3,5.1,24.9,3.5,-0.1,1.1,1,0.9,4.5
O=C1CC(=C(c2ccccc2)c2ccccc2)C(=O)N1CCCCN1CCN(c2cccc(Cl)c2)CC1,13.9,x,-0.1,39.5,-52.6,0.0,-1.1,0.9,0.8,0.9,-0.6
C/C(=N\NC(=O)C1CC1)c1ccc(Cl)cc1,12.0,-0.4,-0.1,-1.3,25.4,0.5,1.0,0.9,1,0.9,-12.9
Fc1ccc(NCc2cccnc2)cc1,11.3,x,0.1,82.5*,4.9,-0.4,0.0,0.9,1,1,-5.6
CCOc1ccc(NC(=S)N(Cc2ccc(N(C)C)cc2)Cc2ccco2)cc1,10.9,x,-0.1,16.5,11.3,-6.3,2.4,0.9,0.9,1,-0.2
COc1ccc(NC(=O)Nc2nnc(-c3ccncc3)s2)cc1,8.8,2.3,-0.1,3.5,0.4,0.1,1.6,0.9,0.9,1,5.9
CN(C)S(=O)(=O)c1ccc(C(=O)NCc2ccc3[nH]c4c(c3c2)CCCC4)cc1,28.3,-9.1,-0.1,8.0,12.4,1.2,1.8,0.7,0.8,0.8,-2.3
CC(=O)Nc1ccn(-c2ccccc2)n1,12.2,7.3,-0.1,-3.0,3.1,-0.6,2.8,0.9,0.9,1,14.7
Cc1cc(C)n(CCc2nc(-c3ccc(-c4ccccc4)cc3)cs2)n1,11.4,2.2,0.1,-10.0,-1.0,0.0,8.7*,0.9,1.1,1.1,-1.7
O=C(NC1CCCCCC1)c1cc(-c2ccccn2)nc2ccccc12,10.9,-28.6,-0.2,16.4,7.4,-2.2,0.1,0.9,0.9,1,4.3
COc1ccccc1NC(=S)NCC1CCCCC1,5.6,-5.2,0.1,15.3,0.7,0.1,-1.5,0.9,1.1,1.1,15.7
Cc1cccc(C(=O)NC(=S)N2CCN(C(=S)NC(=O)c3cccc(C)c3)CC2)c1,21.8,-4.1,-0.2,73.1*,4.0,x,1.6,0.8,1.1,1.1,2.0
C1=C(c2cccc3ccccc23)N2CCN=C2S1,15.2,13.3,-0.3,28.1,6.0,2.4,1.9,0.8,1.1,1.1,-9.2
CCN(CC)CCn1c(=S)[nH]c2ccccc2c1=O,17.4,25.0,-0.3,-2.1,1.8,6.5,2.1,0.8,0.9,1,3.0
O=c1cc(N2CCN(c3ccccc3)CC2)[nH]c(=O)n1-c1ccccc1Cl,13.6,-6.2,-0.6,-8.1,4.3,0.2,1.7,0.9,0.8,0.9,-4.8
COc1ccccc1N1CCN(C(=O)c2ccoc2C)CC1,4.9,5.7,0.0,-1.8,1.4,5.7,1.1,1,1,1,-7.8
CCOC(=O)C1CCN(c2c(N3CCN(Cc4ccccc4)CC3)c(=O)c2=O)CC1,12.4,-4.7,-0.3,-5.0,6.0,-2.6,0.9,0.9,1,1,0.1
Cc1ccc(-n2c(C)nn(CC3CC3)c2=O)cc1,2.9,6.1,-0.3,-11.0,0.3,-0.1,0.6,1,1,1,5.3
O=C(NNC(=O)c1cccnc1)NC12CC3CC(CC(C3)C1)C2,5.5,13.1,-0.2,-6.3,-1.9,-0.2,1.6,0.9,0.9,0.9,9.3
CN(C)c1ccc(C(=O)C(O)c2ccc(C(C)(C)C)cc2)cc1 (stereo not drawn),12.5,13.2,-0.4,-6.1,2.2,2.0,3.9,0.9,0.9,0.8,13.1
CCN(c1ccc2c(c1)OCO2)S(=O)(=O)c1cc(Br)cc2c1N(C(=O)C1CC1)CC2,26.5,x,-0.1,57.0*,-1.0,3.0,1.2,0.7,1,0.9,-4.2
CCOC(=O)C1=C(C)OC(N)=C(C#N)C1c1ccccc1 (stereo not drawn),10.6,-4.5,-0.4,-2.7,21.6,-0.1,-1.0,0.9,0.9,0.9,-3.4
CC(C)Sc1nnc([C@H](Cc2c[nH]c3ccccc23)NC(=O)OC(C)(C)C)o1,9.2,x,-0.1,5.8,-2.7,0.0,1.2,0.9,1,0.9,3.5
COc1cccc(NC(=O)CN(C)S(=O)(=O)c2ccc(C)cc2)c1,11.7,8.8,-0.3,-5.3,6.8,-0.7,0.6,0.9,1,1.1,0.1
O=C(Nc1cccc(-c2nc3ccccc3o2)c1)c1ccc(N2C(=O)C3C4C=CC(C4)C3C2=O)cc1 (stereo not drawn),17.8,x,-0.3,-4.6,0.8,1.9,1.3,0.8,0.9,0.9,-3.8

# Copied from the listing, seven compounds:
SMILES,Diaphorase inh,S1P3 antagonist,Hsp70 act,Lmaj promast,G6PDH counter,DTT redox prof,RAM network inh,Diaphorase act,PMI act hi M6P,PMI activator,TLR4 MyD88 comp
O=C(NNC(=O)c1cccnc1)NC12CC3CC(CC(C3)C1)C2,5.5,13.1,-0.2,-6.3,-1.9,-0.2,1.6,0.9,0.9,0.9,9.3
CN(C)c1ccc(C(=O)C(O)c2ccc(C(C)(C)C)cc2)cc1 (stereo not drawn),12.5,13.2,-0.4,-6.1,2.2,2.0,3.9,0.9,0.9,0.8,13.1
CCN(c1ccc2c(c1)OCO2)S(=O)(=O)c1cc(Br)cc2c1N(C(=O)C1CC1)CC2,26.5,x,-0.1,57.0*,-1.0,3.0,1.2,0.7,1,0.9,-4.2
CCOC(=O)C1=C(C)OC(N)=C(C#N)C1c1ccccc1 (stereo not drawn),10.6,-4.5,-0.4,-2.7,21.6,-0.1,-1.0,0.9,0.9,0.9,-3.4
CC(C)Sc1nnc([C@H](Cc2c[nH]c3ccccc23)NC(=O)OC(C)(C)C)o1,9.2,x,-0.1,5.8,-2.7,0.0,1.2,0.9,1,0.9,3.5
COc1cccc(NC(=O)CN(C)S(=O)(=O)c2ccc(C)cc2)c1,11.7,8.8,-0.3,-5.3,6.8,-0.7,0.6,0.9,1,1.1,0.1
O=C(Nc1cccc(-c2nc3ccccc3o2)c1)c1ccc(N2C(=O)C3C4C=CC(C4)C3C2=O)cc1 (stereo not drawn),17.8,x,-0.3,-4.6,0.8,1.9,1.3,0.8,0.9,0.9,-3.8

# Next structures:
SMILES,Diaphorase inh,S1P3 antagonist,Hsp70 act,Lmaj promast,G6PDH counter,DTT redox prof,RAM network inh,Diaphorase act,PMI act hi M6P,PMI activator,TLR4 MyD88 comp
NC(=O)c1cc2cc(Cl)ccc2oc1=Nc1cccc(C(F)(F)F)c1,3.8,-12.6,0.0,-6.5,15.4,0.7,4.5,1,1,1,-7.2
Cc1ccc(C(OC(=O)c2ccco2)C(=O)NC2CCCCC2)cc1 (stereo not drawn),11.9,x,-0.1,-0.3,3.2,1.4,6.0,0.9,1,1,-6.5
COc1ccc(OCCC(=O)OCC(=O)NCc2ccccc2)cc1,4.8,-1.8,-0.6,-0.6,-1.8,0.4,0.5,1,1,1,4.5
Clc1cccc2sc(N3CCOCC3)nc12,x,10.7,0.1,1.0,x,-1.4,x,x,x,x,2.3
CCC(C(=O)Nc1ccc(C(=O)N2CCCC2)cc1)c1ccccc1 (stereo not drawn),8.4,-5.7,-0.2,2.4,12.4,-1.0,0.4,0.9,1,1,-12.4
O=C1Nc2ccc(F)cc2C12SCCS2,22.8,x,-0.4,3.1,3.5,0.3,0.8,0.8,0.8,0.9,7.5
Cn1c(=O)c2c(nc(N3CCCCC3)n2C)n(C)c1=O,20.1,-20.7,-0.1,3.0,35.8,-0.3,0.2,0.8,0.8,0.8,-4.6
CS(=O)(=O)c1ccc(N2CCN(C3CC(=O)NC3=O)CC2)cc1 (stereo not drawn),9.2,7.7,-0.3,-6.0,-1.7,1.8,-0.5,0.9,0.9,0.9,6.3
CCc1ccc2oc(=O)cc(CN3CCN(CCO)CC3)c2c1,1.0,11.6,0.3,3.5,6.1,0.4,1.1,1,1,1.1,-3.2
CN(C)CCNc1c2c(c(C#N)c3nc4ccccc4n13)CCCC2,16.3,-1.1,-0.2,53.7*,5.7,2.0,-0.7,0.8,0.8,1,-6.8
C=CCN(CC=C)C(=S)NC(=O)c1ccc(OC)c(Br)c1,7.6,x,-0.2,1.8,9.4,-3.7,-1.1,0.9,0.9,0.9,3.0
O=C(CNC(=O)C12CC3CC(CC(C3)C1)C2)N/N=C\c1ccccn1,15.9,-3.1,-0.2,-7.7,-1.4,-3.3,0.6,0.8,0.9,1,2.2
O=C(NCc1cccnc1)c1ccc(NC(=O)c2cccc([N+](=O)[O-])c2)cc1,-6.2,-19.9,-0.3,3.9,7.7,-0.4,0.2,1.1,1,1,5.5
CN1CCN(S(=O)(=O)c2ccc(-c3ccc(Cl)cc3)cc2)CC1,11.6,-4.7,0.2,7.3,13.6,-2.2,0.1,0.9,0.9,0.9,1.3
CC(=O)c1c(C)nc(Nc2nc(C)c3cc(C)ccc3n2)nc1C,23.8,-21.6,-0.1,15.1,13.3,-0.2,0.0,0.8,0.6,0.8,22.5
CC1=C(C(=O)OCc2ccccc2)C(c2ccc(N3CCOCC3)cc2)NC(=O)N1 (stereo not drawn),28.8,1.1,-0.2,0.2,-4.8,-0.7,4.2,0.7,0.8,0.9,-8.1
COc1ccc(-c2nc(-c3cccc(C(F)(F)F)c3)no2)cc1OC,26.9,-54.8,0.1,5.4,-6.2,2.9,3.4,0.7,0.9,1,-11.1
O=C(NCc1ccccc1)Nc1cccn(Cc2ccccc2Cl)c1=O,20.7,6.0,0.0,-3.2,1.7,-0.5,3.5,0.8,0.6,0.9,5.3
Cc1ccc(S(=O)(=O)N2CCN(S(=O)(=O)c3ccc(C)cc3)C2)cc1,12.3,x,-0.3,-3.2,5.6,0.4,2.4,0.9,0.9,0.9,-6.1
Cc1cccc(CSc2nc3ccncc3n2CC(=O)Nc2cc(C)cc(C)c2)c1,-3.6,2.9,0.3,-7.2,24.7,0.6,-1.7,1,1,1,-12.8
CC12CCC(C(=O)N(c3ccc(Cl)cc3)C1=O)C2(C)C (stereo not drawn),7.9,-6.2,-0.3,-4.5,7.3,0.4,0.1,0.9,1,0.9,-2.1
